PGK inhibitor = inhibitors of T. brucei phosphoglycerate kinase; PGK/GAPDH coupled, Kinase-Glo luminescence, 60 min; Potency, µM (highest dose often 57.5 µM), for inactives: top-dose activity change, negative = inhibition, usual class: inhibitors; 0.043% of 380,000 active; also: potency is read from the fitted curve at half-maximal effect; % is scaled to controls: 0 for no effect and ±100 for the full control effect; nearly all actives have a fitted effect of over 60% in size
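Recombinant glycosomal PGK reaction used 1,3-bisphosphoglycerate generated in-well by GAPDH (100nM final) in 100mM TEA pH 7.6, 5mM MgCl2, 0.01% Tween-20. After 60 minutes at room temperature, ATP was read by Kinase-Glo Plus luminescence end-point.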
HP1b binding inh = inhibitors of HP1-beta chromodomain binding to methylated histone tails; Potency, µM (series often up to 114 µM), without a hit: top-dose activity change, negative = inhibition, usual class: inhibitors; 0.56% of 390,000 active; AlphaScreen HP1-beta / biotin-H3K9me3 peptide binding; AID 540317; also: potency is read from the fitted curve at half-maximal effect; nearly all actives have a fitted effect of over 70% in size; inactives centre near 23
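AlphaScreen: HP1-beta (50 nM) preformed 30 min with biotin-H3(1-18)K9me3 peptide (50 nM) in PBS pH 7.4, 0.01% Tween-20. Compound added for 30 min at RT, then streptavidin donor/nickel chelate acceptor beads (10 ug/mL) for 30 min.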
GLS inh = inhibitors of human glutaminase (GLS) | O94925 | GLS enzymatic activity, qHTS titration | Potency, µM (top dose mostly 45.5 µM), for the others: top-dose activity change, negative = inhibition, most hits filed as inhibitors | 0.21% of 410,000 active | AID 624170; also: potency is read from the fitted curve at half-maximal effect; % is scaled to controls: 0 for no effect and ±100 for the full control effect
Target sequence (O94925 whole entry, looked up): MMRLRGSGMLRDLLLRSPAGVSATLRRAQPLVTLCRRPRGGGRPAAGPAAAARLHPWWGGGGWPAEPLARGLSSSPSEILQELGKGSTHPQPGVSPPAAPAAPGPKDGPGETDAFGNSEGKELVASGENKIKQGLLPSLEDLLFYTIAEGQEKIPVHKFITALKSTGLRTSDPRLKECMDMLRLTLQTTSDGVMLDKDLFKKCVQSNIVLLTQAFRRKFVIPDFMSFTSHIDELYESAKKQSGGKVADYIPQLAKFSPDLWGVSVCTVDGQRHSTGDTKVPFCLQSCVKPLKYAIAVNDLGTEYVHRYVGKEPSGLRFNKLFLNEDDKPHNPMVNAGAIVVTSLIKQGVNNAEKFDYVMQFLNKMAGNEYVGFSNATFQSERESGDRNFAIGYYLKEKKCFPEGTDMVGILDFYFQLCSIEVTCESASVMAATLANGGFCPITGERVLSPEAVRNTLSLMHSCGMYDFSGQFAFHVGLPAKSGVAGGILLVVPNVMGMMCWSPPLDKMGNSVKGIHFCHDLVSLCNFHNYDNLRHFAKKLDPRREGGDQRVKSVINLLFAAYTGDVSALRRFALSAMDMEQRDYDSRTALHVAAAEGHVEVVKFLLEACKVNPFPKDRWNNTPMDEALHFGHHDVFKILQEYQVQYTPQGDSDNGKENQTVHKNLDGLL
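Coupled fluorescence readout: glutamate oxidase/HRP/Amplex Red detect glutamate formed by hKGA from L-glutamine (1 mM solution added). Buffer 45 mM KH2PO4 pH 8.2, 0.02% Tween-20; reads at t0 and 30 min RT.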
BAZ2B inh = blocks human BAZ2B; Q9UIF8; AlphaScreen BAZ2B-H3K14Ac peptide displacement; Potency, µM (series often up to 114 µM), for inactives: top-dose activity change, negative = inhibition, usual class: inhibitors; 4.4% of 360,000 active; AID 504333; also: potency is read from the fitted curve at half-maximal effect; % is scaled to controls: 0 for no effect and ±100 for the full control effect; nearly all actives have a fitted effect of over 60% in size
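AlphaScreen luminescence quantifies BAZ2B engagement of H3K14Ac peptide; the protein and biotinylated peptide are both at 50 nM final, buffer PBS pH 7.4 with 0.01% Tween-20, all steps at room temperature.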
G9a inh = G9a (human) methyltransferase inhibition. AID 504332. Q96KQ7. 8.8% of 350,000 active. Potency, µM (titrated, usually from 102 µM), for inactives: at the highest dose activity, negative = inhibition, usual class: inhibitors. G9a H3K9 monomethylation, AlphaScreen, 2 h; also: potency is read from the fitted curve at half-maximal effect; % is scaled to controls: 0 for no effect and ±100 for the full control effect; nearly all actives have a fitted effect of over 75% in size
Target sequence (Q96KQ7 913-1193 limits assumed): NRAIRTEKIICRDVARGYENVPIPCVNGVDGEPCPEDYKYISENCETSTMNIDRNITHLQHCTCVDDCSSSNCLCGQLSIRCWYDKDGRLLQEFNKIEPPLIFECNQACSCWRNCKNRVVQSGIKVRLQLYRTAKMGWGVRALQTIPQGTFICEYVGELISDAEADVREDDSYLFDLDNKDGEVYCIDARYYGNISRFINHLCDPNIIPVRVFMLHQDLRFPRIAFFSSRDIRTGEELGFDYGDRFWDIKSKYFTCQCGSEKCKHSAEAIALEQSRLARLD
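Step 1: enzyme (final 20 nM) with compound, 15 min RT. Step 2: substrate peptide 500 nM and SAM 20 uM, 2 h RT. Step 3: anti-H3K9me1 antibody and AlphaScreen beads, 10 min, then plate read.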
JMJD2A Tudor = inhibitors of human JMJD2A Tudor domain; 4.4% of 390,000 active; Potency, µM (series often up to 114 µM), without a hit: top-dose activity change, negative = inhibition, hits mostly inhibitors; AlphaScreen JMJD2A-Tudor / H3K4me3 peptide binding; O75164; also: potency is read from the fitted curve at half-maximal effect; % is scaled to controls: 0 for no effect and ±100 for the full control effect; nearly all actives have a fitted effect of over 50% in size
ERG-DNA inh = inhibitors of human ERG Ets domain-DNA interaction | 0.028% of 370,000 active | Potency, µM (top dose mostly 76.9 µM), for inactives: at the highest dose FP activity, negative = inhibition, hits mostly inhibitors | P11308 | fluorescence polarization, His-ERG Ets domain / labelled DNA; active = well fitted inhibition curve with a large enough effect in the polarisation, with a control signal flat; inconclusive = small, poorly fitted or top-dose-only effect, or effect the other way, or a change in a side signal; inactive = no such curve, though single readings can be large or run the other way; the % refers to the polarisation;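 also: polarization taken with two DNA probes labelled with fluorescein and Texas red; potency is read from the fitted curve at half-maximal effect; % of control where 0% means no effect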
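His-tagged ERG Ets domain (1 uM in the protein solution; 300mM KCl, 50mM Tris-HCl, 1mM EDTA, 1mM DTT, pH 7.5) received compound, then a probe mix of 5 nM fluorescein-DNA and 100nM Texas-615-DNA. Fluorescence polarization was read for both dyes.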
PI4K2A block = blocks human PI4K2A kinase activity. 0.13% of 420,000 active. purified PI4K2A, ADP-Glo luminescence, 1 h; hits give low values. activity change, negative = inhibition, % at 76.9 µM; in the data active = activity change below about -50%; inconclusive = mostly about -30% to -49%;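 also: -100% = wells without enzyme as full effect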
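Compounds are screened against recombinant PI4K2A using PI as substrate and ATP, the latter dispensed at 300 microM. Reactions run one hour at ambient temperature before ADP-Glo detection; full inhibition defined by wells lacking enzyme.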
Pin1 inh = human Pin1 inhibition | Q13526 | Pin1 FP peptide displacement, HiFluor488, 10 min | Potency, µM (titrated, usually from 115 µM), for the others: at the top dose activity, negative = inhibition, most hits filed as inhibitors | 0.009% of 390,000 active; active = well fitted inhibition curve with a large enough effect in the polarisation, with a control signal flat, not every such curve was filed as active; inconclusive = small, poorly fitted or top-dose-only effect, or effect the other way, or a change in a side signal; inactive = no such curve, though single readings can be large or run the other way; the % refers to the polarisation; also: potency is read from the fitted curve at half-maximal effect; % is scaled to controls: 0 for no effect and ±100 for the full control effect
Active calls of the source: *; i = inactive; ? = inconclusive; / = not tested or not shown; [ ] = another dose, or the depositor's remark. Unless noted, calls follow the shape of the dose curve; as a rule, active = well fitted curve in the direction sought with a large enough effect; inconclusive = small, poorly fitted or top-dose-only effect, or another doubt; inactive = no such curve, though single readings can be large; an effect the other way counts as inactive or inconclusive. Rows are unselected, and some 11% of all compounds hit somewhere here.

PGK inhibitor | HP1b binding inh | GLS inh | BAZ2B inh | compound | G9a inh | JMJD2A Tudor | ERG-DNA inh | PI4K2A block | Pin1 inh
1% | 66%[activator] | 0% | -21% | CC1CC(C)CN(C(=O)C2CCCN(S(=O)(=O)c3cnc[nH]3)C2)C1 (stereo unspecified) | 40% | 2% | 1% | 1 | -7%
/ | -2% | -6% | -1% | O=S(NCc1ccco1)C12CC3CC(CC(C3)C1)C2 (stereo unspecified) | 6.3µM* | -35% | / | 2 | -15%
-4% | 16% | -16% | -1% | Cc1cc(C)c2c(n1)sc1c(=O)n(Cc3ccc(F)cc3)cnc12 | 7% | -17% | 5% | 0 | -5%
-2% | 17% | -12% | -9% | O=C(NCCN1CCOCC1)Nc1ccc(Cl)cc1 | 7%[59 µM] | 2% | -2% | -9 | 1%
12% | 43%[activator] | 1% | -1% | CCCSc1nnc(CN2CCOCC2)n1C | ? | 3% | 4% | 1 | 0%
5% | 20% | 11% | ? | c1ccc(Cc2noc(CN3CCCN(C4Cc5ccccc5C4)CC3)n2)cc1 | / | -32% | 6% | -1 | 0%
-5% | 26% | -5% | / | Cc1cnc(C(=O)N2CCN(S(=O)(=O)c3ccc(F)c(F)c3F)CC2)cn1 | / | -18% | 5% | 5 | -5%
-5% | 12% | 10% | -4% | CCN(CC)S(=O)(=O)c1cccc(C(=O)NNC(=O)c2ccc3[nH]c(=O)c(=O)[nH]c3c2)c1 | 12% | -13% | -14% | -1 | 0%
-6% | 23% | -6% | -27% | CC(C)CN(C(=O)COC(=O)c1ccc(Cl)nc1)c1c(N)n(Cc2ccccc2)c(=O)[nH]c1=O | 2%[0.501 µM] | -7% | / | 4 | -2%
-8% | 9% | -2% | -32% | COC(=O)c1c(NC(=O)CN2CCC3(O)CCCCC3C2c2ccccc2OC)sc(C)c1C (stereo unspecified) | -41% | ? | 7% | 0 | -7%
i | 31% | -11% | -9% | O=C(c1ccc(F)cc1)C1CCN(C(=O)c2ccc(F)cc2)CC1 | / | 2% | 12% | 3 | -3%
-1% | 16% | 29% | 2% | CC1=C(C(=O)OCc2ccccc2)C(c2cccnc2)n2nnnc2N1 (stereo unspecified) | 30%[59 µM] | -5% | 9% | 6 | ?
7% | 12% | -3% | 0% | CC(=O)N1CCN(C(=O)C2(NC(=O)Nc3cccc(F)c3)CCCCC2)CC1 | 20% | -7% | 6% | -3 | -14%
i | 75%[activator] | -13% | 13% | CC(NS(=O)(=O)c1ccccc1Cl)C1CC2CCC1C2 (stereo unspecified) | 3%[12.7 µM] | 27% | 2% | 1 | 10%
-9% | 29% | -3% | 9% | Cc1nnc(NC(=O)Nc2ccc(Cl)c(Cl)c2)s1 | -1%[59 µM] | -6% | 5% | -4 | 10%
-9% | 18% | -5% | 4% | CSCCC(NS(=O)(=O)c1ccccc1)C(=O)Nc1nccs1 (stereo unspecified) | 8.9µM* | -21% | 1% | -8 | 0%
-4% | -20% | 0% | 2% | Cc1ccc(N(C(=O)c2snc(C(N)=O)c2N)C(C(=O)NCC2CCCO2)c2ccc(C)o2)c(C)c1 (stereo unspecified) | -48% | -18% | -2% | 1 | -2%
0% | 19% | 2% | 6% | COc1ccc(NC(=O)CSc2nnnn2-c2ccc(OC)cc2)cc1 | -4%[12.7 µM] | -2% | 11% | 1 | -1%
-5% | 17% | -4% | 79µM* | O=C(c1c(F)cccc1F)N(Cc1ccccn1)C1CC1 | ? | -3%[11.4 µM] | -1% | 1 | -10%
3% | 9% | 16% | -17% | CC(C)C(=O)Nc1ccc(NC(=S)NC(=O)c2cc3ccccc3o2)cc1 | -2%[59 µM] | -13% | -20% | -5 | -7%
-1% | 20% | 3% | 3% | Cc1ccc(C(=O)C[n+]2ccccc2)cc1 | 14µM* | -7% | 8% | -7 | 1%
-3% | 51%[activator] | 1% | ? | COc1ccc(C2CC(C(F)(F)F)n3nc(C(=O)O)c(Br)c3N2)cc1 (stereo unspecified) | 6% | -8% | 8% | -2 | -3%
i | 13% | 9% | 8% | CN(c1ccc(C(=O)Nc2ccccc2C(=O)N2CCCC2)cc1)S(C)(=O)=O | -3%[59 µM] | -16% | 7% | 1 | 2%
-4% | -3% | 8% | 5% | O=C(O)CNS(=O)(=O)c1cc(Cl)c(Cl)cc1Cl | -31%[12.7 µM] | ? | -9% | -4 | 2%
1% | 11% | 1% | ? | COc1ccccc1S(=O)(=O)Nc1cccc(-c2nnc3n2CCCCC3)c1 | 26%[2.33 µM] | -8% | 2% | -2 | -1%
4% | 23% | 1% | / | O=C(COC(=O)C1=COCCO1)Nc1ccc(Cl)cn1 | / | -14% | 0% | 2 | -7%
0% | 1% | -4% | 7% | Cc1cc(C)cc(C(=O)N2CC(C)SC2=Nc2cccc(S(=O)(=O)N(C)C)c2)c1 (stereo unspecified) | 11%[59 µM] | -9% | -4% | 3 | 0%
-4% | 13% | 5% | 4% | O=C(CNC(=O)c1ccc([N+](=O)[O-])cc1)N/N=C\c1ccc(OC(=O)c2ccccc2)cc1 | ? | -30% | 4% | -18 | -3%
/ | 58%[activator] | -3% | 7% | CCC(C)[C@H](NC(=O)C1CCN(C(=O)[C@H](Cc2ccccc2)NC(=O)OC(C)(C)C)CC1)C(=O)O (stereo partly specified) | 0% | 0% | 10% | -5 | 1%
-11% | 90%[activator] | 14% | 25% | COc1ccc(C2CC(c3ccccc3)=NN2c2ccc(Cl)c(C(=O)O)c2)cc1 (stereo unspecified) | / | 30% | -4% | -1 | -14%
5% | 34% | -10% | 4% | COC(=O)c1cccc(NC(=O)CSc2nnc(-c3ccco3)o2)c1 | -11%[59 µM] | -12% | -4% | 2 | 27%
-2% | -13% | -8% | ? | S=C(c1cn(Cc2ccccc2)c2ccccc12)N1CCOCC1 | 25µM* | ? | 7% | 0 | 6%
-4% | 36% | 8% | 8% | O=C(NCc1ccc2c(c1)OCO2)c1c(O)c2cccc3c2n(c1=O)CCC3 | 23%[59 µM] | -15% | 0% | -3 | 4%
10% | 76%[activator] | -11% | 5% | Cc1cc(C)cc(N2CC(c3nc(-c4ccccc4C)no3)CC2=O)c1 (stereo unspecified) | 25%[59 µM] | 23% | 1% | 2 | -8%
-1% | 31% | -5% | -5% | O=C(CN(c1ccccc1)S(=O)(=O)c1ccccc1)N1CCOCC1 | / | -2% | 3% | -7 | 6%
-3% | 13% | -12% | 4% | O=C(N/N=C/C=C/c1ccccc1)c1ccncc1 | 42%[59 µM] | ? | 20% | 0 | -6%
1% | -26% | 0% | -11% | CCC(C)N(C(=O)c1csnn1)C(C(=O)NC1CCCC1)c1c(F)cccc1Cl (stereo unspecified) | 7% | -12% | -2% | 5 | -5%
-8% | 0% | 7% | -19% | CCC(Oc1ccccc1)C(=O)Nc1ncc([N+](=O)[O-])s1 (stereo unspecified) | ? | -19% | -13% | -4 | 3%
-9% | 13%[57 µM] | 31%[activator] | -13% | COc1ccc(S(=O)(=O)Nc2cccc(-c3ccc(N4CCCC4)nn3)c2)cc1OC | 7%[59 µM] | -16% | 4% | 2 | 12%
1% | 19% | 1% | ? | Cn1cnnc1SCC(=O)Nc1ncc(C(F)(F)F)cc1Cl | ? | -16% | -3% | -10 | 8%

Part of the list above in order of count of non-hydrogen atoms, smallest number first.
PGK inhibitor | HP1b binding inh | GLS inh | BAZ2B inh | compound | G9a inh | JMJD2A Tudor | ERG-DNA inh | PI4K2A block | Pin1 inh
4% | 23% | 1% | / | O=C(COC(=O)C1=COCCO1)Nc1ccc(Cl)cn1 | / | -14% | 0% | 2 | -7%
-8% | 0% | 7% | -19% | CCC(Oc1ccccc1)C(=O)Nc1ncc([N+](=O)[O-])s1 (stereo unspecified) | ? | -19% | -13% | -4 | 3%
-2% | -13% | -8% | ? | S=C(c1cn(Cc2ccccc2)c2ccccc12)N1CCOCC1 | 25µM* | ? | 7% | 0 | 6%
5% | 34% | -10% | 4% | COC(=O)c1cccc(NC(=O)CSc2nnc(-c3ccco3)o2)c1 | -11%[59 µM] | -12% | -4% | 2 | 27%
-4% | 36% | 8% | 8% | O=C(NCc1ccc2c(c1)OCO2)c1c(O)c2cccc3c2n(c1=O)CCC3 | 23%[59 µM] | -15% | 0% | -3 | 4%
1% | -26% | 0% | -11% | CCC(C)N(C(=O)c1csnn1)C(C(=O)NC1CCCC1)c1c(F)cccc1Cl (stereo unspecified) | 7% | -12% | -2% | 5 | -5%
-4% | 13% | 5% | 4% | O=C(CNC(=O)c1ccc([N+](=O)[O-])cc1)N/N=C\c1ccc(OC(=O)c2ccccc2)cc1 | ? | -30% | 4% | -18 | -3%

Assay outcomes (PubChem)
